Bioassay records deposited in PubChem by National Center for Advancing Translational Sciences (NCATS).
RXFP1 antagonist – qHTS Assay for Antagonists of the Relaxin Receptor RXFP1; Relaxin receptor 1 (Homo sapiens), Q9HBX9; HEK293-RXFP1, relaxin-stimulated cAMP HTRF, 30 min; hits give low values; activity change, negative = inhibition, % at 57.5 µM; hit rate 0.59% among 350,000; AID 1259400, 2018;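 active means activity change of -60% or lower, but not beyond a set lower limit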; further: on the % scale 0 is the no-effect control and ±100 the full control effect
D1 antag – Antagonist of Human D 1 Dopamine Receptor: qHTS | D(1A) dopamine receptor (Homo sapiens), P21728 | HEK293 TREx D1 cells, calcium flux, dopamine EC80; hits give low values | activity change, negative = inhibition, % at 10 µM | hit rate 3.2% among 360,000 | AID 504652, 2011; in the data active means activity change below about -30%; further: on the % scale 0 is the no-effect control and ±100 the full control effect
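Inducible Hek293 Trex D1 cells (tetracycline, overnight, 30 C). Calcium dye 30–90 min RT. Antagonist mode: EC80 dopamine added after 180 s compound read.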
D1 agonist – Allosteric Agonists of the Human D1 Dopamine Receptor: qHTS; D(1A) dopamine receptor (Homo sapiens), P21728; HEK293 T-REx D1 cells, calcium flux, agonist mode; activation, % at 2 µM; hit rate 1% among 360,000; in the data active means activation above about 30%; further: 0% is about no effect
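Agonism was scored from calcium flux recorded over 180 s (1 read/s) after pintool compound addition, following a 10-cycle baseline. Cells were inducible force-coupled HEK293 TREx D1, plated overnight at 30 C and loaded with no-wash calcium dye.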
D2 ag – HTS Assay for Allosteric Agonists of the Human D2 Dopamine Receptor: Primary Screen for Agonists. hit rate 0.53% among 340,000. activation, % at 2 µM. HEK293 T-REx D2 cells, calcium flux agonist mode;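 active means activation over 3 SD above normal in the single-dose calcium agonist read, cut at about 30% in these data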; further: 0% is about no effect
Target sequence (P14416 whole entry, looked up): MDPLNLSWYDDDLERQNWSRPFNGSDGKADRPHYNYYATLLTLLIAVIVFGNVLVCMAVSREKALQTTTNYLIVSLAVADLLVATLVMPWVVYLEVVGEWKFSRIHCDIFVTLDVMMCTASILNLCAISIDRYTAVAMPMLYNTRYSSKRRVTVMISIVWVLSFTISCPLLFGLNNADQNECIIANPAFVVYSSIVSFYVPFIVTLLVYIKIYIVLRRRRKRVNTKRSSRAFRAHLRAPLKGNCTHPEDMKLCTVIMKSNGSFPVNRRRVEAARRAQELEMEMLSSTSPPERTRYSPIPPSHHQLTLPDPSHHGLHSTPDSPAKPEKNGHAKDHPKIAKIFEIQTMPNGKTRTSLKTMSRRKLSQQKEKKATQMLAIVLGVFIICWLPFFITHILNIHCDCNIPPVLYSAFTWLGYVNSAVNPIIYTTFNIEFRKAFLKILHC
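In this primary screen, compounds producing a positive calcium signal within 180 s of addition to tetracycline-induced, force-coupled HEK293 Trex D2 cells are flagged; cells are dye-loaded with a no-wash calcium kit beforehand.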
TRHR enhancer – qHTS for Small Molecule Agonists and Allosteric Enhancers of Human TRH Receptor: Primary Screen for Enhancers; TRHR cells, fluo-8 calcium fluorescence, EC20 TRH enhancement; enhancement, % at 2 µM; hit rate 0.66% among 360,000; in the data active means enhancement above about 30%; further: 0% is about no effect
Target sequence (P34981 whole entry, looked up): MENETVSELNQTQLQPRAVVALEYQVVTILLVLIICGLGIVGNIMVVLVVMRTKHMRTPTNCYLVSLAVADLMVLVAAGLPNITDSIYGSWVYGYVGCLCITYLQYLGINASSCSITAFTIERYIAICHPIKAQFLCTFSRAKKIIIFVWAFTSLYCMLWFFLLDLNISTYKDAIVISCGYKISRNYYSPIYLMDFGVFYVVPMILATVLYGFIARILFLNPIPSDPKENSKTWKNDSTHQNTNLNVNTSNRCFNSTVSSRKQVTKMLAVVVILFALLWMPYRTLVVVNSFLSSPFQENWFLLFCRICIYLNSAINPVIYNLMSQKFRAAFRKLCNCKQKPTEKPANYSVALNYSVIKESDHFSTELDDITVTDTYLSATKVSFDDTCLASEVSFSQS
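Enhancer read-out: after compound pinning and an initial kinetic agonist-mode read, an EC20 of TRH (10 nM final) was injected and fluo-8 calcium signal (Ex 480/Em 530) followed at 1 s/cycle for 100 cycles in TRHR-expressing cells.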
D2 antagonist – HTS Assay for Allosteric Antagonists of the Human D2 Dopamine Receptor: Primary Screen for Antagonists; D(2) dopamine receptor (Homo sapiens), P14416; HEK293 TREx D2 cells, calcium flux, dopamine EC80; inhibition, % at 10 µM; hit rate 2% among 340,000; AID 485344, 2010; in the data active means inhibition above about 30%; further: 0% is about no effect
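Antagonism is scored as inhibition of an EC80 dopamine-evoked calcium signal in a force-coupled, tetracycline-inducible HEK293 T-REx D2 line, with compound present 180 s before agonist.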
D1 potentiator – Potentiators of Human D1 Dopamine Receptor: qHTS. AID 504651, 2011. potentiation, % at 10 µM. D(1A) dopamine receptor (Homo sapiens), P21728. HEK293 TREx D1 cells, calcium flux, dopamine EC20 potentiation. hit rate 0.036% among 360,000; in the data active means potentiation above about 30%; further: 0% is about no effect
D2 PAM – HTS Assay for Positive Allosteric Modulators of the Human D2 Dopamine Receptor: Primary Screen for Potentiators; D(2) dopamine receptor (Homo sapiens), P14416; HEK293 T-REx D2, calcium flux, EC20 dopamine potentiation; potentiation, % at 10 µM; hit rate 0.34% among 340,000; AID 485347, 2010;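 active means potentiation over 3 SD above the plate norm, cut at about 30% in these data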; further: 0% is about no effect
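Potentiation of an EC20 dopamine calcium response is measured in a force-coupled, tetracycline-inducible Hek293 Trex D2 line. Compound-only kinetic reads over 180 s flag agonists before dopamine addition.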
RXFP1 ag – qHTS Assay for Agonists of the Relaxin Receptor RXFP1; HEK293T-RXFP1 cAMP TR-FRET, 30 min; response scale: percent of porcine relaxin response, buffer zero; Potency, µM (top dose mostly 57.5 µM), for inactives: top-dose activation, actives largely listed as activators; hit rate 0.3% among 370,000; AID 2676, 2010; active means well fitted activation curve with a large enough effect; further: potency means the concentration at half of the fitted maximal effect; on the % scale 0 is the no-effect control and ±100 the full control effect; nearly all actives have a fitted effect of over 60% in size; many of its hits are not listed in these tables
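HEK293 cells stably expressing RXFP1, treated 30 min at 37C with compounds plus PDE4 inhibitor Ro 20174; cAMP measured by HTRF TR-FRET. Normalized to buffer and 29 nM porcine relaxin; EC50 by Hill fit.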
Numbers without * were called inactive; . = not tested or not shown. These rows are one share of the data; count on the stated rates, not on these rows.

SMILES	RXFP1 antagonist	D1 antag	D1 agonist	D2 ag	TRHR enhancer	D2 antagonist	D1 potentiator	D2 PAM	RXFP1 ag
Cc1cc(C)c(S(=O)(=O)N2CCN(CCN3C(=O)c4cccc5cccc(c45)C3=O)CC2)cc1[N+](=O)[O-]	.	16.2	2.0	0.6	-2.6	-2.3	-3.7	-6.6	4.7%
COc1ccc(Br)cc1C1Nc2ccccc2C(=O)N1NC(=O)c1ccncc1 (configuration not stated)	0.2	-2.1	2.6	0.4	-7.0	1.8	-1.8	30.2*	1.4%
COc1ccc(CCNC(=O)CCNC(=O)c2ccc([N+](=O)[O-])cc2)cc1	-1.4	6.3	-0.2	1.9	-6.8	-0.4	0.1	4.7	-2.3%
CS(=O)(=O)Nc1ccc(C(=O)NCc2ccccn2)cc1	7.4	14.8	5.6	.	0.6	.	-8.9	-2.1	-0.4%
COCCCNC(=O)C(=O)N/N=C/c1cc2c(cc1Br)OCO2	-17.0	0.5	0.1	0.0	2.5	2.1	0.6	-0.4	2.3%
O=C(Cn1cnc2ccccc21)OCC(=O)N1CCCc2ccccc21	-7.0	-60.6*	7.5	1.3	-0.6	-8.7	-1.1	5.6	0.1%
COc1cccc(N2CCN(C(=O)/C=C/c3ccco3)CC2)c1	-8.2	-3.1	0.1	-2.7	-6.6	8.6	-5.2	-2.0	0.7%
N#CCCN(C(=O)COC(=O)c1cc(S(=O)(=O)N2CCOCC2)ccc1Cl)c1ccc(F)cc1	-6.0	2.8	1.1	-0.4	-2.2	-15.6	-3.0	-5.3	1.1%
O=C(Nc1nnc(SCc2ccccn2)s1)C1CC(=O)N(c2ccccc2)C1 (configuration not stated)	-17.0	-77.8*	2.3	-0.5	7.0	12.9	-9.5	-5.9	-0.5%
Cc1ccc(C(=O)Nc2ccc(N3CCOCC3)cc2)cc1S(=O)(=O)N1CCCCC1	0.6	-19.5	3.6	-0.6	-2.5	-5.2	4.9	-0.5	0.5%
Cc1ccc(NC(=O)C(OC(=O)c2cnc(C)cn2)c2ccccc2)c([N+](=O)[O-])c1 (configuration not stated)	-14.7	-1.4	2.1	-0.1	-1.2	1.8	-3.4	-0.4	2.1%
CC(C)(C)c1ccc(C(=O)OCC(=O)N2CCC(c3ccccc3)=N2)cc1	-7.0	10.5	-0.3	-0.3	1.9	16.2	0.9	4.5	-0.6%
CCOC(=O)[C@H]1[C@H]2COc3cc(OC)ccc3[C@@H]2N2C(=O)c3cc(F)c(F)cc3NC(=O)[C@@]12C	.	8.1	0.0	0.2	2.9	5.0	6.8	-0.2	0.1%
COc1ccc(S(=O)(=O)Cc2ccc(C(=O)NCCCN3CCc4ccccc4C3)o2)cc1	-11.8	-18.5	2.6	-0.3	1.5	19.4	.	-27.6	0.7%
CCOC(=O)CSc1ccc2ccccc2n1	-4.0	-0.6	1.2	-1.1	4.4	-8.8	-0.1	12.6	17.9%
COc1ccc(C(=O)Nc2nnc(SCC(=O)NC3CCCC3)s2)c(OC)c1	5.2	-15.5	0.1	-0.5	-2.8	3.2	-0.7	-6.2	1.4%
CC1(C)CC(=O)C2=C(C1)NC(Nc1nc3ccccc3o1)=NC21CCCCC1	-5.5	-0.7	1.2	1.4	6.6	3.7	5.5	5.3	0.2%
COc1ccc(/C(C)=N/OCC(=O)Nc2nc3ccccc3s2)cc1	.	10.8	1.7	-1.6	-1.3	2.1	-0.8	-2.0	-0.1%
CS(=O)(=O)c1cccc(C(=O)OCC(=O)NCc2cccs2)c1	-1.8	-0.7	2.9	0.8	6.5	16.2	-0.1	-7.1	0.5%
O=C(O)CCc1nc2ccccc2c(=O)[nH]1	2.7	10.3	4.5	28.6	0.2	20.8	-6.9	-14.9	2.5%
CC(=O)CC(=O)Nc1ccc2ccccc2c1	4.9	-13.9	1.9	-0.6	1.4	-19.2	-1.2	-4.9	-0.2%
O=C(Nc1c2c(nn1-c1ccccc1)CS(=O)(=O)C2)c1cccs1	5.9	-0.5	3.2	0.2	-1.7	-4.8	1.6	5.3	-1.1%
COc1ccccc1NC(=O)C1=C(C)Nc2c(C(=O)Nc3cccc(C)c3)cnn2C1c1ccccc1C (configuration not stated)	-8.2	-6.6	2.1	0.2	17.8	.	0.8	-9.5	0.4%
O=C(Nc1cc(C(F)(F)F)ccc1N1CCOCC1)c1cccnc1	-8.9	-10.1	2.6	-0.1	12.2	-31.9	5.8	-0.4	2.2%
O=C(COC(=O)c1cccc(S(=O)(=O)N2CCCCCC2)c1)NCc1ccc(Cl)cc1	-10.8	-5.2	3.5	-0.9	10.3	-10.7	-2.0	-4.4	-0.8%

Results in D1 antag, D2 antagonist and RXFP1 antagonist, for some of the entries so far:
molecule	D1 antag	D2 antagonist	RXFP1 antagonist
O=C(Nc1nnc(SCc2ccccn2)s1)C1CC(=O)N(c2ccccc2)C1 (configuration not stated)	-77.8*	12.9	-17.0
Cc1ccc(C(=O)Nc2ccc(N3CCOCC3)cc2)cc1S(=O)(=O)N1CCCCC1	-19.5	-5.2	0.6
Cc1ccc(NC(=O)C(OC(=O)c2cnc(C)cn2)c2ccccc2)c([N+](=O)[O-])c1 (configuration not stated)	-1.4	1.8	-14.7
CC(C)(C)c1ccc(C(=O)OCC(=O)N2CCC(c3ccccc3)=N2)cc1	10.5	16.2	-7.0
CCOC(=O)[C@H]1[C@H]2COc3cc(OC)ccc3[C@@H]2N2C(=O)c3cc(F)c(F)cc3NC(=O)[C@@]12C	8.1	5.0	.

Back to the main list with the 2 entries that preceded the break.
SMILES	RXFP1 antagonist	D1 antag	D1 agonist	D2 ag	TRHR enhancer	D2 antagonist	D1 potentiator	D2 PAM	RXFP1 ag
O=C(Nc1cc(C(F)(F)F)ccc1N1CCOCC1)c1cccnc1	-8.9	-10.1	2.6	-0.1	12.2	-31.9	5.8	-0.4	2.2%
O=C(COC(=O)c1cccc(S(=O)(=O)N2CCCCCC2)c1)NCc1ccc(Cl)cc1	-10.8	-5.2	3.5	-0.9	10.3	-10.7	-2.0	-4.4	-0.8%
O=S(=O)(c1ccc(F)cc1)c1nc(-c2ccc(F)cc2)oc1NCCN1CCOCC1	-1.5	0.0	0.8	-0.4	-5.3	3.8	-4.5	-12.9	0.0%
Cc1cc(C)c(C)c(C(=O)COC(=O)CNC(=O)CN2C(=O)c3ccccc3C2=O)c1C	16.5	9.6	-0.4	0.2	10.7	-7.8	10.2	-23.1	0.0%
Cc1cccc(-c2nnc(NC(=O)c3cccs3)s2)c1	-3.2	-41.2*	1.1	-0.4	-2.1	-6.1	0.3	1.8	0.9%
CCOc1ccc(NC(=O)c2csc3c2CCCC3)cc1	.	-5.6	-3.1	0.3	2.0	9.5	-3.0	10.9	1.9%
O=C(Nc1cc2c3c(c1)C1CCCC1CN3CC1CCCC21)c1ccc([N+](=O)[O-])cc1 (configuration not stated)	-16.5	.	-0.2	-0.3	-3.6	-18.5	-0.8	-1.6	-2.4%
O=C(Nc1cccc(-c2cccc(Cl)c2)c1)C1CCN(CC2CCOC2)CC1 (configuration not stated)	-4.8	-28.3	18.8	0.7	2.1	-23.2	-9.7	-6.0	2.6%
CC(C)CN(CC(C)C)S(=O)(=O)c1cc([N+](=O)[O-])ccc1N1CCCCCC1	-1.1	14.7	2.5	0.3	8.2	10.6	7.4	5.6	0.5%
O=C(NCc1ccco1)C(=O)NCC1OCCN1S(=O)(=O)c1ccc(F)cc1 (configuration not stated)	2.0	8.6	-1.3	0.6	-0.7	-18.4	-1.4	4.6	-0.5%
COc1ccc(N2CCC(CNC(=S)Nc3cccc(C)c3)C2)cc1 (configuration not stated)	9.8	-24.7	15.4	1.7	11.2	4.7	-3.8	6.4	1.1%
COc1ccc(/C=C2\N=C(SC)N(c3ccccc3OC)C2=O)cc1	-12.6	-34.0*	14.4	-0.4	-6.0	3.1	-7.7	27.4	-1.6%
Cc1ccc(C)c(NC(=O)CCN2CCC(C)CC2)c1	-13.4	-4.2	5.3	0.2	-2.7	2.4	2.5	-8.5	-0.5%
O=[N+]([O-])c1ccc(-c2ccc(S(=O)(=O)NCCN3CCCC3)cc2)cc1	0.2	-7.3	14.3	.	0.8	.	-4.7	.	0.0%
Cc1cc2ncn(C(=O)c3c(-c4c(Cl)cccc4Cl)noc3C)c2cc1C	2.8	-4.6	0.8	0.9	4.5	-11.5	3.1	13.5	1.4%
Cc1ccc(S(=O)(=O)NC(=O)c2cccn2C)cc1	-9.6	5.2	0.0	0.3	4.1	30.0	3.3	2.5	0.1%
CC(=O)Nc1ccc(C(=O)OC2CCCCC2=O)cc1 (configuration not stated)	-4.6	0.2	0.9	-0.6	-5.2	1.6	-3.2	1.7	1.3%
O=C(CN1C(=O)c2ccccc2S1(=O)=O)NCc1c(F)cccc1F	-14.7	7.7	6.4	0.0	-2.8	9.0	-3.6	-5.5	1.4%
Cc1ccc2c(c1)NCC(C(=O)NC1CCCCC1)O2 (configuration not stated)	-8.6	6.7	1.9	0.2	-0.5	-1.9	-3.0	-0.1	-2.5%
C/C(N)=C(/C#N)C(=O)CSc1nc2ccccc2[nH]1	6.3	.	-2.4	0.4	-10.1	-4.3	-3.0	-4.2	-0.6%
O=C(NN=C1CCCC1)c1[nH]c2ccc(Cl)cc2c1-c1ccccc1	-26.2	-9.8	6.9	3.9	-3.2	11.7	0.2	6.2	-0.8%
N#Cc1cccc(NC(=O)c2cncn2-c2ccccc2)c1	-22.0	-6.5	-1.1	.	-2.5	.	-4.0	.	-0.6%
Cc1ccc([C@@H]2CC=C(C(=O)O)[C@H](c3ccc(F)cc3)N2S(=O)(=O)c2ccc(C)cc2)cc1	.	-18.7	0.7	-0.5	5.6	-5.2	8.1	-7.0	-1.2%
CN(C)S(=O)(=O)c1cccc(NC(=O)CSc2nnnn2-c2ccccc2)c1	4.2	-41.3*	15.2	-1.5	-5.7	-0.4	-6.0	6.3	5.8%
CCOC(=O)c1c(NC(=O)CSc2nnnn2C)sc(C(=O)N(C)C)c1C	-0.8	-0.2	0.8	2.7	-5.0	4.0	8.4	3.9	-0.7%
COC(=O)c1cccc(NC(=O)c2cc3sccc3n2C)c1	11.0	-12.4	0.7	-0.9	-0.8	14.0	-3.5	-10.7	0.7%
CCN(CC(=O)NC1CCS(=O)(=O)C1)c1ccc([N+](=O)[O-])cc1C#N (configuration not stated)	0.4	-30.6*	1.7	0.8	5.0	-19.9	-3.5	4.4	-0.1%

Some values from the list.
In D2 antagonist, `O=C(O)CCc1nc2ccccc2c(=O)[nH]1` is listed with 20.8
In D1 potentiator, `COc1ccccc1NC(=O)C1=C(C)Nc2c(C(=O)Nc3cccc(C)c3)cnn2C1c1ccccc1C` (configuration not stated) is listed with 0.8
